# PfHsp40 rescue: compounds rescuing yeast from Plasmodium falciparum HSP40 toxicity. growth rescue, % at 12.5 µM. S. cerevisiae expressing PfHsp40, growth rescue, ATP luminescence. 340,000 tested, 0.68% active. AID 504582; in the data active = growth rescue above about 28%, passing the limit was not always enough; inconclusive = no clear call, values can overlap the other calls;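 note: yeast W303a lacking pdr1 and pdr3 grown in galactose medium; growth measured after three days at 30 °C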
# Mtb FBA inh: Mtb fructose-bisphosphate aldolase inhibition. purified M. tuberculosis FBA, fluorescence read-out. inhibition, % at 1 µM. 360,000 tested, 2.3% active. AID 588726; in the data active = inhibition above about 27%;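 note: 0% = vehicle and 100% = reference inhibitor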
# Target sequence (P9WQA3 whole entry, looked up): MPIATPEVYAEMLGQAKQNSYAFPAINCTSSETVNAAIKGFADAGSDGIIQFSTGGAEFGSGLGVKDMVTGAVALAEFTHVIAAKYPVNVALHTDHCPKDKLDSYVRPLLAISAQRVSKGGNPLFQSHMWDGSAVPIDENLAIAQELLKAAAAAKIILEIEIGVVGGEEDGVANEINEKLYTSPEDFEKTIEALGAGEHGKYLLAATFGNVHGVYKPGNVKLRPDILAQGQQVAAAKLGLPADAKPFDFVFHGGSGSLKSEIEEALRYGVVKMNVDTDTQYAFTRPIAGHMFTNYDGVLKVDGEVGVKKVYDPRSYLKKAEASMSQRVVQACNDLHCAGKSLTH
# BH1578 lux ind: induces V. cholerae light production without autoinducers; V. cholerae BH1578 lux reporter, luminescence, 6 h; activation, % at 18.7 µM; 350,000 tested, 0.16% active; in the data active = activation mostly above about 9.7%, no sharp cut-off; inconclusive = no clear call, values can overlap the other calls; inactive = mostly below about 3.7%; note: not every result past the cut was called active; inactives centre near 0; reference of the scale not given here
# GDH-TPI counter: counter-screen for M. tuberculosis FBA inhibitors: GDH-TPI coupled enzymes. inhibition, % at 4.8 µM. GDH-TPI coupled enzyme counterscreen, NADH absorbance. 360,000 tested, 1.2% active; in the data active = inhibition above about 30%;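 note: 0% = DMSO wells and 100% = wells lacking the enzyme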
# Y pestis TopoI: Y. pestis Topo-I inhibition via cleavage products. Y. pestis Topo-I cleavage product accumulation, plate reader. activity, % at 10 µM. 360,000 tested, 0.064% active. AID 504884; in the data active = activity above about 50%, passing the limit was not always enough; inconclusive = no clear call, values can overlap the other calls; note: inactives centre near 2
# UGM FP inh: inhibitors of M. tuberculosis UDP-galactopyranose mutase; P9WIQ1; inhibition, % at 10 µM; 320,000 tested, 0.06% active; purified UGM, fluorescence polarization probe displacement; in the data active = inhibition above about 10%, passing the limit was not always enough; inconclusive = no clear call, values can overlap the other calls
# Target sequence (P9WIQ1 whole entry, looked up): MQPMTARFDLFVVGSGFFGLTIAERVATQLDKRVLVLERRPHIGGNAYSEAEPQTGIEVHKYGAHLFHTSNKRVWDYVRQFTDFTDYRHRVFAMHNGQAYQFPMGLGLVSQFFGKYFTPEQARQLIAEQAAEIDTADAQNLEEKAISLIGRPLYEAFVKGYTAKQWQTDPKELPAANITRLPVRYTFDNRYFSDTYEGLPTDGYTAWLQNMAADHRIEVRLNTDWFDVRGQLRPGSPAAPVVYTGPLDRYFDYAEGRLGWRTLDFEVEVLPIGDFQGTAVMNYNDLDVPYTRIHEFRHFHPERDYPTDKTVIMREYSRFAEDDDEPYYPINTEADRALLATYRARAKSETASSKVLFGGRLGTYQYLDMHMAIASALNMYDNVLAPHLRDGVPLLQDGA
# FadD28 binding: M. tuberculosis FadD28 bisubstrate binding inhibition; 360,000 tested, 0.22% active; inhibition, % at 12.5 µM; FadD28 bisubstrate probe binding, fluorescence polarization; AID 588549; in the data active = inhibition above about 8.5%, passing the limit was not always enough; inconclusive = no clear call, values can overlap the other calls
# Mtb BioA inh: BioA (M. tuberculosis) enzyme inhibition; 360,000 tested, 0.096% active; purified M. tuberculosis BioA enzyme, plate reader; inhibition, % at 9.99 µM; in the data active = inhibition above about 40%; inconclusive = no clear call, values can overlap the other calls
# TcdB inh: blocks C. difficile toxin B glycohydrolase activity; P18177; inhibition, % at 9.99 µM; 350,000 tested, 0.24% active; TcdB glycohydrolase enzymatic assay, plate reader; in the data active = inhibition above about 10%
# * hit, by the source's call; i = inactive; u = inconclusive; x = no result given.
# Values run as follows: PfHsp40 rescue	Mtb FBA inh	BH1578 lux ind	GDH-TPI counter	Y pestis TopoI	UGM FP inh	FadD28 binding	Mtb BioA inh	TcdB inh
> CCC(=O)Nc1ccc(NC(=O)c2ccc3c(c2)OCO3)cc1
 : -1.3	0	8.3	-3	6	-1.5	-0.4	-0.1	x
> COc1ccc(OC)c(S(=O)(=O)NCCS(=O)(=O)N2CCN(c3ccccc3)CC2)c1
 : 1.1	0	-0.3	2	-3	0.8	-4.9	0.4	2.9
> O=C(CN1CCN(S(=O)(=O)c2ccc3c(c2)OCCO3)CC1)Nc1cccc(F)c1
 : 0.3	3	-0.4	3	10	x	-1.4	5.1	2.7
> CCC1SC(CC)C(=O)N(CC(=O)Nc2ccc3c(c2)OCO3)C1=O (centres undefined)
 : 0.6	1	0.4	2	-5	6.2	-1.8	2.6	1.4
> CC(C)(C)C(=O)NC(=S)Nc1cc(C(F)(F)F)ccc1N1CCOCC1
 : 1.2	2	i	-1	37	0.5	-1.2	-1.5	x
> CC(Oc1cccc(Cl)c1)C(=O)Nc1cc(=O)n(C)c(=O)n1C (centres undefined)
 : -0.6	2	-0.2	-1	5	0.1	-3.1	14	x
> COc1ccccc1C(=O)NCCC(=O)NCc1cccs1
 : -1.0	1	i	-8	3	1.0	-0.4	-1.2	-0.3
> COc1ccc(/C=N\NC(=O)c2cc3c(ccc4ccccc43)o2)cc1O
 : 2.6	9	i	39*	-7	-2.6	-2.9	-4.3	1.9
> C/[N+]([O-])=C\C1C(=O)CCCC1=O
 : -1.5	4	-0.2	-1	-3	2.6	-1.3	x	-0.2
> N#Cc1cc(O)c(-n2nnc3ccccc32)cc1C#N
 : -1.5	8	-0.2	8	-7	0.2	-0.9	-4.1	0.3
> CCCCS(=O)CC(COCc1ccccc1)OC(=O)CSc1nc(C)cc(C)n1 (centres undefined)
 : 0.7	2	x	-1	31	-1.7	-0.4	1.9	x
> O=C1CC[C@@H](C(=O)N2CSC[C@H]2C(=O)O)N1
 : -1.4	-1	i	-8	2	1.3	-1.5	-0.6	0.2
> CCCn1nc(NC(=O)COC)c2cc3cc(C)ccc3nc21
 : -0.5	10	i	6	0	2.6	-1.3	-2.4	1.6
> Cc1cc(=O)n2nc(N3CCCC(C(=O)NCc4ccco4)C3)sc2n1 (centres undefined)
 : 1.4	1	-0.4	-14	-1	0.2	-2.6	-1.1	x
> CN1CCC(N2CCN(C3CN(Cc4ccc(F)cc4)S(=O)(=O)C3)CC2)CC1 (centres undefined)
 : x	2	x	x	x	x	0.0	0.0	-4.1
> COc1cc(CNc2nc3c(C)cc(C)cc3s2)ccc1O
 : 1.9	-2	-0.5	7	12	1.4	x	0.4	2.6
> C[C@]12CC[C@H](O)CC1C(=O)CC1C2CC[C@@]2(C)C1CC[C@@H]2O (some centres undefined)
 : 0.8	1	i	-2	1	0.6	-0.9	x	0.4
> CC(=O)c1cn(Cc2ccccc2C#N)c2ccccc12
 : -0.5	-1	-0.2	2	3	-0.7	-2.5	x	1.5
> CC1CCCN(S(=O)(=O)c2ccc(C(=O)Nc3nnc(-c4ccccc4Cl)o3)cc2)C1 (centres undefined)
 : -0.3	5	i	0	4	-0.5	0.6	-0.3	x
> COc1cc(C2=NOC(C(=O)N3CCCc4ccccc43)C2)cc(OC)c1OC (centres undefined)
 : 0.2	-1	-0.2	1	14	0.2	-0.3	2.5	x
> Cc1cccc(OCCNC(=O)c2ccc(Cl)c(S(=O)(=O)NCc3cccnc3)c2)c1
 : -0.4	4	i	-3	-3	2.7	0.6	-2.9	0.4
> CCCCCCCn1c(=N)n(CC(=O)c2ccco2)c2ccccc21
 : -0.6	0	i	2	14	-0.1	-3.0	-0.8	x
> CCOc1ccccc1NC(=O)CSc1ccc(-c2sc(C)nc2C)nn1
 : 1.5	1	2.9	6	13	-2.6	-1.3	12	1.5
> C/C(=N\NC(=O)Cc1ccc(F)cc1)c1ccc(F)cc1
 : 0.6	3	-0.3	8	3	-3.0	1.6	x	x
> N=c1c(C(=O)NCCN2CCOCC2)cc2c(=O)n3ccccc3nc2n1Cc1ccc(F)cc1
 : -0.6	40*	i	0	-8	-0.8	-4.1	3.5	-0.2
> CCN(CC(=O)Nc1c(F)cccc1F)C(=O)c1ccc(N2CCCCC2)c([N+](=O)[O-])c1
 : 2.8	-7	-0.4	-11	16	-1.8	-5.2	2.1	0.7
> CCOc1ccc(C(=O)Nc2cccc3ncccc23)cc1Cl
 : 0.6	0	0.6	2	-1	-1.2	-3.8	3.7	-1.6
> CCOC(=O)c1ccccc1NC(=O)COC(=O)C(Cc1c[nH]c2ccccc12)NC(C)=O (centres undefined)
 : 4.0	-1	i	0	9	x	-2.1	x	0.7
> Cc1ccc(C2CCN(C(=S)Nc3cccc(C)c3)C2)cc1 (centres undefined)
 : 5.0	6	1.5	-20	8	4.9	1.4	x	0.8
> Cc1[nH]c(C)c(S(=O)(=O)N(Cc2ccccc2)C(C)(C)C)c1C(=O)N1CCCC1
 : -1.5	-2	i	-1	-2	3.3	-4.1	-1.6	0.6

# Single records, as listed above. Values in the order: PfHsp40 rescue	Mtb FBA inh	BH1578 lux ind	GDH-TPI counter	Y pestis TopoI	UGM FP inh	FadD28 binding	Mtb BioA inh	TcdB inh
# Cc1ccc(C2CCN(C(=S)Nc3cccc(C)c3)C2)cc1 (centres undefined) across the screens: 5.0	6	1.5	-20	8	4.9	1.4	x	0.8
# CCOc1ccc(C(=O)Nc2cccc3ncccc23)cc1Cl across the screens: 0.6	0	0.6	2	-1	-1.2	-3.8	3.7	-1.6
# CCN(CC(=O)Nc1c(F)cccc1F)C(=O)c1ccc(N2CCCCC2)c([N+](=O)[O-])c1 across the screens: 2.8	-7	-0.4	-11	16	-1.8	-5.2	2.1	0.7

# Next records follow:
# Values run as follows: PfHsp40 rescue	Mtb FBA inh	BH1578 lux ind	GDH-TPI counter	Y pestis TopoI	UGM FP inh	FadD28 binding	Mtb BioA inh	TcdB inh
> Cc1ccc(Nc2nc(C)cc(C)c2C(N)=O)c(C)c1
 : -0.6	-1	1.4	-3	4	-0.2	-1.0	-0.3	3.8
> COc1ccc(C2C(CC(=O)O)=C(O)C(=O)N2c2ccccc2)cc1 (centres undefined)
 : -0.1	6	1.2	-7	-1	0.5	-1.3	1.5	x
> Cc1cc(OCCCC(=O)N2CCCCC2)cc(C)c1Cl
 : -1.2	0	i	-1	41	3.3	-2.6	-0.3	x
> CC(=O)NS(=O)(=O)c1ccc(NC(=S)NC(=O)C(C)C)cc1
 : -1.1	-2	-0.4	18	-4	x	0.6	-2.4	x
> CCCSc1n[nH]c(NC(C)=O)n1
 : -1.0	0	-0.2	2	4	0.8	-3.1	0.2	-1.0
> c1ccc2c(c1)ncn2Cc1nnc2sc(-c3ccncc3)nn12
 : 1.5	1	-0.2	-2	0	2.5	-2.3	0.2	x
> Cc1cc(C)c2c(CC(=O)NCCc3ccccc3)coc2c1
 : 1.3	-1	-0.6	11	22	0.5	-4.1	1.2	0.3
> Cc1cc(C(=O)N2CCN(Cc3ccc4c(c3)OCO4)CC2)cs1
 : 1.0	-1	-0.2	13	15	1.7	-1.3	1.7	-0.1
> COc1ccc(C(C)C)cc1S(=O)(=O)Nc1ccc(Cl)cn1
 : 0.9	5	i	1	0	-1.2	1.2	0.6	x
> Cc1cccc(N2CCN(C(c3ccccc3)c3nnnn3C(C)(C)C)CC2)c1C (centres undefined)
 : 12	-10	-0.4	-3	-2	-0.4	-2.4	-3.1	x
> CCCCNc1c([N+](=O)[O-])c(=O)n(C)c2ccccc12
 : -1.1	3	i	3	-3	1.1	-1.0	5.6	7.9
> COc1cc(S(=O)(=O)Nc2ccc(C)cc2)ccc1N=Cc1c(C)c(C#N)c(=O)n(C)c1O
 : -1.5	-3	-0.2	20	-7	u	-1.5	x	0.4
> Cc1cccc(NC(=O)c2cc([N+](=O)[O-])ccc2NCC2CCCO2)n1 (centres undefined)
 : 9.4	-7	-0.4	9	11	-1.5	0.5	x	-1.1
> COc1ccc(OC)c(-c2cc(C(=O)Nc3ccc(F)cc3F)no2)c1
 : 0.0	0	-0.3	10	3	0.6	-4.4	-0.2	0.1
> O=C(CSc1ncnc2ccccc12)NCCc1ccccc1
 : -1.1	-5	-2.4	-3	9	2.4	-4.2	-0.4	1.5
> O=C(Cn1cc(C(F)(F)F)ccc1=O)NC1CCCC1
 : 0.0	5	1.6	-5	2	0.5	0.0	-0.3	-0.7
> Cc1nc(=O)c(-c2ccccc2)c(C)n1-c1ccc(Br)cc1
 : x	2	i	2	-3	1.2	-0.6	43*	0.3
> CCCCNC(=O)c1ccccc1NC(=O)c1ccccc1N(C)S(C)(=O)=O
 : 0.7	-2	3.3	18	8	-0.7	0.3	x	x
> Cc1nnc(SCc2nc3ccccc3c(=O)n2-c2ccccc2Cl)n1N
 : -0.6	1	0.0	12	0	1.5	-4.1	2.7	x
> Cn1c(=O)oc2cc(S(=O)(=O)Nc3ccc(F)cc3)ccc21
 : -2.1	-1	i	0	8	3.1	-1.4	x	0.4
> O=C(Nc1ccccn1)C1CCN(C(=O)Nc2ccccc2)CC1
 : -0.5	-1	-0.4	8	0	-0.9	-1.5	8.1	-1.1
> C=CCN(CC=C)CCCOc1ccccc1C(=O)OC
 : 0.2	3	-0.3	11	-8	3.8	0.7	x	1.4
> CCOC(=O)c1sc(-c2ccccc2)cc1NC(=O)c1ccc(S(=O)(=O)N(CCOC)CCOC)cc1
 : -0.4	1	-0.3	7	3	0.7	-3.5	x	x
> Cc1cc2[nH]c(=O)c(=O)[nH]c2cc1S(=O)(=O)N1CCN(c2ccccc2)CC1
 : 0.4	3	-0.4	13	11	-2.7	-1.0	1.8	2.3
> CC(=O)Nc1ccc(C(=O)NNC(=O)c2cccc(C)c2)cc1
 : -0.5	3	-1.0	12	0	0.7	-2.9	-1.8	0.5
> NC(=O)CSc1nnc(-c2cccnc2)n1CCc1ccccc1
 : 0.1	-1	i	-4	8	2.7	-4.4	x	x
> CC(=O)N1C(=O)C2(C(C#N)=C(N)Oc3n[nH]c(-c4ccccn4)c32)c2ccccc21 (centres undefined)
 : 0.5	-2	i	9	-7	-2.7	-2.2	-4.5	x
> Cc1cccc(NC(=O)c2ncn3c2C(=O)N[C@@H](C)C3)c1
 : x	-2	-0.2	-5	2	x	-2.9	-0.9	0.4
> COc1cccc(NC(=O)c2ccccc2SC)c1
 : -2.0	-4	-0.4	-4	-4	-2.4	-5.6	-0.7	1.1
> Cc1cc(=O)nc2c3ccccc3n(C(C)C(=O)Nc3c(F)c(F)c(F)c(F)c3F)n12 (centres undefined)
 : -1.4	-3	-0.1	-3	5	0.5	-3.9	-1.5	-0.4
> O=c1cc(O)c2sc(Nc3ccc(F)c(Cl)c3)nc2[nH]1
 : -0.3	2	i	9	-3	0.0	-0.3	x	1.0
> O=C(COc1ccccc1F)Nc1ccc2c(c1)CCC2
 : 1.5	0	i	-2	23	-1.5	-4.0	-1.6	0.1
> Nc1ccccc1S(=O)(=O)C(F)F
 : -0.8	0	-0.5	2	-3	-0.7	-0.3	x	0.1
> CN(C(=O)CCN1C(=O)C(C)(C)Nc2ccccc21)c1ccccc1
 : -1.0	0	-1.4	-5	2	-2.5	-0.2	-0.2	x
> CC(C(=O)N1CCCc2c1c(=O)oc1ccc(O)cc21)N1CCc2ccccc2C1 (centres undefined)
 : -1.2	0	i	30	12	1.1	-1.4	0.7	x
> COc1ccc(N(C(=O)C(C)C)S(=O)(=O)c2cccc3cccnc23)cc1
 : -0.4	0	-0.2	3	-8	0.4	-0.9	x	-1.0
> CC1C/C(=N/N2C(=O)CSC2=S)CC(C)(C)C1 (centres undefined)
 : -1.7	-3	i	6	-13	0.2	-0.4	-2.4	x
> COc1ccc(/C=C/C(=O)OCC(=O)NC(C)CCc2ccccc2)cc1OC (centres undefined)
 : 2.5	6	-1.6	14	29	1.4	-3.6	-0.2	0.8
> COc1ccccc1-n1nnnc1SCC(=O)Nc1ccccn1
 : 0.7	0	-1.3	11	5	-4.5	-1.2	-1.0	x
> O=C(c1cccs1)N1CCN(S(=O)(=O)c2cccs2)CC1
 : -0.6	3	i	0	6	2.3	-3.9	x	1.6
> COc1cc(NC(=O)CCS(=O)(=O)c2ccc3c(c2)oc(=O)n3C)cc(OC)c1
 : -0.1	-2	0.2	-6	-2	-1.7	-2.9	x	0.7

# Bioassay records: PubChem BioAssay, several laboratories
